# Bioassay records (PubChem)
# NPY-Y1 antag = NPY-Y1 (human) receptor antagonism; actives 1% (n = 200,000); inhibition, % at 3.6 µM; P25929; HEK293-CNG Y1 cells, membrane potential fluorescence; NPY at EC95, then isoproterenol;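 active = inhibition above the campaign mean inhibition of all tested compounds plus 3 SD, cut at about 20% in these data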;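 also: 0% = DMSO wells given NPY plus isoproterenol and 100% = isoproterenol alone without NPY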
# Target sequence (P25929 whole entry, looked up): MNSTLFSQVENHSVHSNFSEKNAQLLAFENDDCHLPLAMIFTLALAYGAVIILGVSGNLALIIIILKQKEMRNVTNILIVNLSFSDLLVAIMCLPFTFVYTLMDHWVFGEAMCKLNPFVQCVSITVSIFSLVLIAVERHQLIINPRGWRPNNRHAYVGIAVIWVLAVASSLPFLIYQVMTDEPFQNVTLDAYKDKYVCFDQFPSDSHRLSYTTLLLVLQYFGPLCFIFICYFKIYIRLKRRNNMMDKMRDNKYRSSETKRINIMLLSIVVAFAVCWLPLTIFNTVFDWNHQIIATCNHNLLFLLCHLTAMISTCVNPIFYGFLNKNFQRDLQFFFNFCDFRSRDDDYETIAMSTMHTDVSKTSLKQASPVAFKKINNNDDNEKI
#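 Test system: HEK293 cells co-expressing NPY Y1 receptor and cyclic-nucleotide gated channel; Also added: NPY (25 nM), isoproterenol (1 µM), Ro 20-1724 (25 µM); Compound dosing: one concentration, 3.6 µM, in 0.4% DMSO; Timing: dye 3 h, compound 60 min room temperature, stimulation 45 min; Technique: Membrane-potential fluorescent dye readout.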
# PGE2 EP2 inh = inhibitors of human EP2 prostaglandin E2 receptor | P43116 | C6 glioma cells expressing human EP2, cAMP TR-FRET; cells stimulated with saturating PGE2 | inhibition, % at 25 µM | actives 0.52% (n = 260,000) | AID 1422;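 active = percent inhibition above 40 after rounding to a whole number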;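 also: rat C6 glioma host cells with rolipram phosphodiesterase inhibitor present; the protocol text gives 20 µM as final concentration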
# Target sequence (P43116 whole entry, looked up): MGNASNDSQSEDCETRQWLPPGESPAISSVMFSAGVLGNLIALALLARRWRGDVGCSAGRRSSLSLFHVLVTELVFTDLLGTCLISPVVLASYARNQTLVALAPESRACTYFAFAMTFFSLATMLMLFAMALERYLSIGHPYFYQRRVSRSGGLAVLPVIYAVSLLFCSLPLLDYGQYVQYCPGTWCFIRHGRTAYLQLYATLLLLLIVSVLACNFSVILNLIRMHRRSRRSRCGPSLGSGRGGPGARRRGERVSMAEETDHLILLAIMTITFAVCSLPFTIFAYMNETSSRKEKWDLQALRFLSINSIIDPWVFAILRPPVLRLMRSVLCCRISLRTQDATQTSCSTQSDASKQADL
# EP2 modulator = EP2 receptor (human) modulation. induction, % at 25 µM. EP2-expressing cells, cAMP HTRF FRET, PGE2 co-stimulation. actives 0.83% (n = 260,000). P43116;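 active = compounds whose cAMP rise, as percent of the full-agonist control response, exceeds 60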;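 also: rat C6 glioma line stably carrying human EP2 under a CMV promoter; the protocol text gives 20 µM as final concentration; 100% = response of wells given 1 µM PGE2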
# zfTRPN1 agonist = zebrafish TRPN1 (NompC) channel agonism | actives 0.18% (n = 220,000) | AID 1424 | activation, % at 3 µM | HEK293 zebrafish TRPN1-YFP, Fluo-8 calcium fluorescence; 100% = response to 87 µM carbachol;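 active = activation above its plate's cutoff, the mean activation of test wells on that plate plus 3 SD, cut at about 19% in these data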;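 also: 0% = DMSO alone and 100% = 87 µM carbachol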
#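 Material: zebrafish TRPN1-YFP in HEK293 cells; Doses: single test compound dose, 3 µM nominal, 0.3% DMSO; Timing: dye loading 1 h at 37 °C, then 30 min room temperature; Technique: intracellular calcium fluorescence with Fluo-8; Benchmarks: high carbachol 87 µM, low DMSO alone.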
# 14-3-3 Bad inh = disrupts binding of bovine 14-3-3 zeta to phospho-Bad peptide; AID 781; actives 0.71% (n = 220,000); inhibition, % at 21.7 µM; TR-FRET 14-3-3zeta/Dy647-pBad peptide displacement, 1 h;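 active = inhibition above about 70%, limit read from the data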;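 also: 0% = full 14-3-3 plus peptide FRET controls and 100% = background without 14-3-3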
# Target sequence (P63103 whole entry, looked up): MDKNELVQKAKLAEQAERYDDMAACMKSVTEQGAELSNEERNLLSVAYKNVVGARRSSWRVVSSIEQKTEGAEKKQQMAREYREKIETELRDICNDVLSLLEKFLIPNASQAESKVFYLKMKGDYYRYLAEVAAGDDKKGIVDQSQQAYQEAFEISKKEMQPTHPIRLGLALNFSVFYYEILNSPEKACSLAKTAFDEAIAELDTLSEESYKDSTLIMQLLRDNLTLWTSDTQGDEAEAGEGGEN
# TRPML3 ag = human mucolipin-3 channel agonism. Q8TDD5. HEK293 TRPML3-YFP, Fluo-8 calcium fluorescence; 100% = the carbachol control signal. activation, % at 3 µM. actives 0.29% (n = 220,000). AID 1448;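 active = activation above its plate's cutoff, the mean activation of the plate's test wells plus 3 SD, cut at about 12% in these data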;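 also: 0% = DMSO only wells and 100% = carbachol wells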
#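 Material: HEK293 cells stably carrying human TRPML3-YFP; compound dosing: single dose, 3 µM final nominal compound, 0.3% DMSO final; incubation: 1-h 37 °C dye load, 5-s basal, 120-s post-compound reads; technique: Fluo-8 intracellular calcium fluorescence, excitation 470-495 nm, emission 515-575 nm; read-out basis: percent activation from peak-to-basal fluorescence ratio, scaled between DMSO and carbachol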
# PPC-1+TRAIL kill = kills PPC-1 cancer cells in the presence of TRAIL; PPC-1 cells + TRAIL, ATPLite viability luminescence; cell killing (% activity), % at 4 µM; actives 0.41% (n = 220,000);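 active = cell killing above 50% in the first pass at 4 µM, then a duplicate retest at 5 µM averaging 50% or more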;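 also: plate controls were cells with TRAIL plus DMSO for no effect and medium-only wells lacking cells for full effect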
# NPY1 pot ag = potentiators or agonists of human neuropeptide Y receptor Y1; NPY-Y1 expressing cells, potentiator/agonist activation; activation, % at 3.6 µM; actives 0.37% (n = 220,000); in the data active = activation above about 33%, passing the limit was not always enough;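 also: cells stimulated with NPY at EC10 then isoproterenol at EC100; 0% = low agonist plus stimulus and 100% = saturating agonist plus stimulus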
# CHOP inh = inhibitors of CHOP induction in ER stress response; CHO-K1 CHOP-promoter luciferase, tunicamycin-induced, 15-18 h; inhibition, % at 10 µM; actives 3.8% (n = 220,000);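 active = compounds that reduced the stress-induced luciferase reporter signal by more than about 70% of percent inhibition, limit read from the data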;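 also: 0% = tunicamycin plus vehicle and 100% = wells without tunicamycin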
# Active calls of the source: *; · = no result given; & = joins results of further samples; [ ] = dose if it differs, or a comment.
SMILES	NPY1 pot ag	zfTRPN1 agonist	EP2 modulator	PPC-1+TRAIL kill	14-3-3 Bad inh	TRPML3 ag	PGE2 EP2 inh	NPY-Y1 antag	CHOP inh
CCNC(=S)NNC(=O)CCn1cc(C)cn1	-10	1.3	12	19	-10	-0.1	11	-2	-15
Cc1ccc(Cl)cc1N1CCN(Cc2cc3c(cc2O)CCC3)CC1	13	-0.2	15	-6	0	0.5	11	2	21
NS(=O)(=O)c1ccc(CCn2c(=S)[nH]c3ccc(F)cc3c2=O)cc1	14	2.8	-58	15	-7	0.8	8	-1	0
CCOC(=O)c1c(NC(=O)C(C)Sc2cn(C)c3ccccc23)sc2c1CCC2 (configuration not stated)	-33	-1.1	38	13	-28	-0.3	7	-2	6
C=CCOC(=O)COc1ccc2c(C)c(CC)c(=O)oc2c1	-13	1.1	32	6	4	1.2	8	16	10
NC(=O)C1(N2CCCCC2)CCN(C(=S)Nc2ccc(S(N)(=O)=O)cc2)CC1	-1	-1.4	-26	13	-4	0.6	7	4	-5
CC(C)(C)c1ccc(C(=O)NCc2nnc(SCC(=O)N3CCCc4ccccc43)n2-c2ccccc2)cc1	12	-1.1	22	-22	-6	1.0	6	3	61
CCCCNS(=O)(=O)c1ccc2nc(-c3cccnc3)cc(C(=O)NCCCOC)c2c1	4	-0.6	3	-1	3	0.5	6	3	-8
Cc1cccc2cc(CN(C(=S)NCC(C)C)C3CCCC3)c(=O)[nH]c12	-30	0.7	-9	0	-6	0.3	3	9	37
Clc1ccc(C[n+]2cc(-c3ccccc3)n3c2CCC3)cc1	13	0.9	9	10	3	1.1	12	·	9
Cc1cccc(Cn2ccc(-c3ccc(Cl)cc3)c(C#N)c2=O)c1	18	0.6	7	-1	-13	0.5	13	2	41
CCC1=NN(C(=O)Cc2ccc([N+](=O)[O-])cc2)C(O)(c2ccc(Br)cc2)C1 (configuration not stated)	16	0.2	1	12	3	0.9	4	1	44
O=C(NCCCN1CCN(c2ccc(F)cc2)CC1)Nc1ccc([N+](=O)[O-])cc1	10	10	-62	-6	-7	5.5	2	-5	26
COCCn1nnnc1C(c1cc2cc(C)ccc2[nH]c1=O)N1CCCCCC1 (configuration not stated)	3	-1.3	7	12	-18	0.0	9	7	5
COc1ccc(N2C(=O)C3CCCN3C2c2ccc(Cl)cc2)cc1 (configuration not stated)	2	1.4	16	-8	-2	-0.5	4	8	31
Cc1ccc(SC(=O)c2c(C)noc2-c2cc(C)on2)cc1	19	-2.2	29	17	-2	-0.5	8	·	18
Cc1ccnc(NC(=O)c2ccoc2C)c1	-12	-0.2	11	0	6	0.6	7	4	-25
Cc1ccc(S(=O)(=O)NC2CCCCC2)c(C)c1NS(C)(=O)=O	3	1.4	-1	26	-6	-0.2	3	2	-5
CCOC(=O)/C(C#N)=C/C1=C(N2CCOCC2)C(C)(C)OCC1	-11	2.6	-7	18	11	0.1	6	·	10
COc1ccc(CCNC(=O)c2c(C)nc3ccccn23)cc1	-6	-0.6	-12	5	-1	0.4	3	-3	-19
CC(CCc1ccccc1)NC(=S)NC(=O)c1ccco1 (configuration not stated)	-13	-1.1	-29	-2	-10	0.6	10	10	-10
COc1ccc(C(=O)OCC[N+]2(C)CCCCC2)cc1	-13	2.0	-22	-9	37	1.0	3	-4	3
COc1ccc(-c2nc(CS(=O)CC(=O)NC3CCCc4ccccc43)c(C)o2)cc1OC (configuration not stated)	19	0.1	-7	-8	-5	-0.3	11	0	12
S=c1ccc2ccccc2[nH]1	17	0.6	17	11	-19	0.9	8	1	12
Cn1cnnc1SCc1ccc(C(=O)N=Nc2c(O)n(Cc3ccc(Cl)cc3)c3ccccc23)cc1	47*	-2.8	-9	-14	-8[fluorescence artefact?]	1.0	11	-8	30
C=C(C)Cn1c(SCC(=O)NCc2ccco2)nc2sc3c(c2c1=O)CCC3	-21	-0.9	-5	5	3	-0.4	15	9	18
COc1ccc(C(=O)c2cc([N+](=O)[O-])ccc2N2CCOCC2)cc1	4	-0.3	-19	35	-2	0.5	7	14	-69
N#C/C(=C/c1ccc(N2CCCCCC2)o1)c1cccc(F)c1	14	0.5	-15	31	-23	-1.2	2	1	104*
Cc1c(N(C(=O)c2ccccn2)C2(C(=O)NC3CCCCC3)CCCCC2)c(=O)n(-c2ccccc2)n1C	6	0.4	19	-5	5	0.3	4	4	-5
COc1ccc2c(c1)CCC/C2=N\Nc1nc(C(=O)NN)cs1	-7	1.4	8	26	-7	-0.5	8	·	-8

# The list goes on, overlapping the part above by two compounds.
SMILES	NPY1 pot ag	zfTRPN1 agonist	EP2 modulator	PPC-1+TRAIL kill	14-3-3 Bad inh	TRPML3 ag	PGE2 EP2 inh	NPY-Y1 antag	CHOP inh
Cc1c(N(C(=O)c2ccccn2)C2(C(=O)NC3CCCCC3)CCCCC2)c(=O)n(-c2ccccc2)n1C	6	0.4	19	-5	5	0.3	4	4	-5
COc1ccc2c(c1)CCC/C2=N\Nc1nc(C(=O)NN)cs1	-7	1.4	8	26	-7	-0.5	8	·	-8
COC(=O)c1cc(O)c(O)c(O)c1	0	0.1	24	-6	-6	1.1	1	-2	-4
CCNc1cc(N2CCCC2)ccc1[N+](=O)[O-]	5	-2.5	15	-8	-4	-1.6	1	-1	24
COc1ccc(C(=O)CNc2ccccc2CO)cc1	-16	-0.1	-58	5	2	1.1	4	-3	-5
Cc1ccc(NC(=O)Cn2ccc([N+](=O)[O-])n2)cc1C	18	1.0	-19	0	-2	0.8	8	-2	2
Cn1c(N)c(C(=O)COC(=O)CC2CC3CCC2C3)c(=O)n(C)c1=O (configuration not stated)	-2	4.0	-60	-8	0	0.8	5	-4	18
Cc1ccc(S(=O)(=O)CC(N)=O)cc1	3	-0.7	15	-3	1	1.0	0	-1	15
O=C1COc2ccc(C(=O)CSc3nc4ccccc4c(=O)n3-c3ccc(Cl)c(Cl)c3)cc2N1	1	0.3	-12	29	55	-0.3	7	5	57
CC[N+](C)(C)c1cccc(O)c1	-24	1.1	17&2&-5	3	1	1.4	13&12&10	1	9&6
CC(NC(=O)c1ccc(OC2CCN(S(=O)(=O)N(C)C)CC2)cc1)C1CC1 (configuration not stated)	-10	1.4	-38	-6	4	1.0	5	2	10
COC(=O)/C(NC(C)=O)=C(\C)c1ccc(Cl)cc1	11	0.3	18	32	-3	0.3	0	2	18
CCCN1Cc2cccc(C(=O)NC(CC(=O)OCC)c3ccc(C)cc3)c2C1=O (configuration not stated)	2	-1.8	9	2	-6	-1.3	1	5	6
Cc1cc(S(=O)(=O)N2CCCC2C(=O)N2CCOCC2)c(C)cc1Cl (configuration not stated)	2	-1.4	5	-6	-7	0.3	4	-3	-1
CC(=O)C1=C(C)NC(C)=C(C(C)=O)C1c1cn(-c2ccccc2)nc1-c1cccs1	6	1.0	-37	-14	-12[fluorescence artefact?]	0.7	20	-1	5
COc1ccccc1-n1c(SCC(=O)N2CCc3ccccc32)nc2c(c1=O)SCC2	-10	0.0	-2	-10	3	0.4	14	-1	-14
Cc1cc(C)nc(N(C#N)Cc2cccc3ccccc23)n1	-13	-3.0	36	32	-13	-0.4	10	-1	34
Cc1ccccc1Nc1nnc(C)c(=O)[nH]1	-11	-0.9	17	-6	1	0.5	7	5	36
O=C(CNS(=O)(=O)c1ccccc1)NCC(=O)OCc1ccc(Br)cc1	-7	-0.2	11	-3	-3	0.2	0	-2	8
CC(=O)Nc1ccc(S(=O)(=O)NCCc2csc(C)n2)cc1	-10	-0.3	13	18	-7	0.8	1	6	0
O=C(CCCn1c(SCC(=O)NCCc2ccccc2)nc2ccccc2c1=O)NCC1CCCO1 (configuration not stated)	20	1.7	-3	5	4	1.1	6	-1	-9
C=CCSc1nnc2c(n1)[nH]c1c(C)cccc12	35	5.2	2	-5	-5	1.6	4	-11	38
O=c1[nH]c(CN2CCN(c3ccccc3O)CC2)nc2ccccc12	6	1.4	-2	-5	-14	0.6	11	4	43
Cc1ccc(Nc2nc(Nc3ccc(C)cc3)nc(SC3=NCCS3)n2)cc1	-21	0.4	27	-6	11	0.5	·	4	90*
O=C(c1cc2ccccc2oc1=O)N(Cc1ccccc1)C1CCS(=O)(=O)C1 (configuration not stated)	16	-0.7	30	26	5	1.0	11	-3	-39
CC(C)=NOc1nc(N(C)C)nc(N2CCOCC2)n1	-12	2.2	-20	19	3	0.5	7	·	0
Cc1nn(CCC(=O)NNC(=S)Nc2ccccc2)c(C)c1Br	9	-0.6	-6	6	-17	0.3	7	-5	7
Cc1ccnn1C(C)C(=O)O (configuration not stated)	-4	2.3	16	2	-9	0.8	4	-3	3
COc1ccc(OCC(=O)Nc2cccc3cccnc23)cc1	-10	-2.2	4	-12	2	-0.5	5	12	67
CN(c1ccccc1)S(=O)(=O)c1ccc(C(=O)OCC(=O)NCc2cccs2)cc1	18	-1.8	-36	29	9	0.3	4	·	-1
O=C(/C=C/c1cccc([N+](=O)[O-])c1)Nc1ccc(NC(=O)c2cccs2)cc1	10	1.9	12	9	51	1.4	6	-1	-5
Cc1cc2c(cc1[N+](=O)[O-])NC(CNC(C)C)CC2 (configuration not stated)	20	1.3	4	14	0	1.2	3	·	-6
COc1ccccc1NC(=S)NNC(=O)c1nn(C)c(C)c1Cl	19	-0.4	14	1	-12	0.7	6	5	28
CCOC(=O)C1CCCN(C(=O)/C=C/c2ccc([N+](=O)[O-])cc2)C1 (configuration not stated)	-10	-0.5	-14	-6	14[fluorescence artefact?]	0.8	3	-1	8
Cc1ccc(-c2nn(-c3ccccc3)cc2/C=N/NC(=O)CSc2nnc(C)n2-c2ccccc2)cc1	2	-3.3	7	-26	7	-0.2	23	4	10
CCOC(=O)c1ccc(NC(=O)COc2ccc(S(=O)(=O)NC(C)CC)cc2)cc1 (configuration not stated)	24	1.2	12	29	-4	1.5	2	-7	43
O=C(Cn1nnc(-c2ccccc2F)n1)Nc1ccc(C(=O)N2CCOCC2)cc1	6	-0.2	-4	-7	2[fluorescence artefact?]	-0.4	9	8	33

# Not all compounds are listed. The share of hits here may be higher or lower than overall.
